# LYPLA1 inh: counter-screen for PME1 inhibitors: inhibitors of human LYPLA1 | O75608 | recombinant LYPLA1, FP-Rh probe fluorescence polarization | inhibition, % at 5.9 µM | 320,000 tested, 0.16% active;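 active = inhibition above the mean of all tested compounds plus 3 SD, set per campaign, cut at about 14% in these data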;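 note: inhibitors block serine hydrolase probe labeling of LYPLA1 so polarization falls; 0% = enzyme with DMSO and 100% = wells lacking LYPLA1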
# Target sequence (O75608 whole entry, looked up): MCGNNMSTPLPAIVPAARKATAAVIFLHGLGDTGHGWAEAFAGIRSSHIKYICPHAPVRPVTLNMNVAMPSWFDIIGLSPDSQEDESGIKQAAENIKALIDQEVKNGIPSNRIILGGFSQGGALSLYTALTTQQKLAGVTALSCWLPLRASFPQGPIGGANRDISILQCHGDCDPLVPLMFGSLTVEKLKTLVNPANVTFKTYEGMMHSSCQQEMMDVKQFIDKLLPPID
# PAFAH1B2 inh: PAFAH1B2 (human) inhibition; P68402; recombinant PAFAH1B2, FP-rhodamine activity probe, fluorescence polarization; inhibition, % at 3.39 µM; AID 492953; 340,000 tested, 1.2% active;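 active = inhibition above the mean of all tested compounds plus 3 SD, cut at about 24% in these data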;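 note: 0% = enzyme with DMSO and 100% = wells lacking PAFAH1B2; many of its hits are not listed in these tables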
# GSTO1 counter: GSTO1 inhibition, counter-screen for RBBP9 inhibitors; 300,000 tested, 1.1% active; P78417; recombinant GSTO1, activity-based probe fluorescence polarization; inhibition, % at 5.96 µM; AID 1974;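 active = inhibition above the campaign mean inhibition plus 3 SD, cut at about 35% in these data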;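 note: 0% = GSTO1-1 with DMSO and 100% = wells lacking GSTO1-1 enzyme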
# Target sequence (P78417 whole entry, looked up): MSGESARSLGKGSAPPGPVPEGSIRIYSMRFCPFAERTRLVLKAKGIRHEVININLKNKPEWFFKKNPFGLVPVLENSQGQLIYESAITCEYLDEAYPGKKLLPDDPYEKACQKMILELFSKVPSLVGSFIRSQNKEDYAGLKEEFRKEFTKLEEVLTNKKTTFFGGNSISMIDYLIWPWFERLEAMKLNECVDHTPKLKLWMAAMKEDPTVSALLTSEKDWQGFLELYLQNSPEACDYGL
# PAD4 inh: inhibitors of human PAD4 | Q9UM07 | recombinant PAD4, RCA probe fluorescence polarization | inhibition, % at 6.36 µM | 330,000 tested, 0.41% active;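 active = percent inhibition above a cutoff equal to the mean of all tested compounds plus 3 SD, cut at about 15% in these data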;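 note: 0% = PAD4 with RCA probe and DMSO and 100% = probe without PAD4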
# PME-1 inh: blocks human protein phosphatase methylesterase 1; 320,000 tested, 0.53% active; inhibition, % at 5.9 µM; Q9Y570; recombinant PME-1, FP-Rh probe fluorescence polarization;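 active = inhibition above the campaign mean of all compounds plus 3 SD, cut at about 26% in these data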;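 note: competitive labeling of PME-1 active site by serine hydrolase directed probe; 0% = PME-1 with DMSO and 100% = wells lacking PME-1 enzyme; inhibitors block probe labeling so polarization falls and inhibition rises; many of its hits are not listed in these tables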
# Target sequence (Q9Y570 whole entry, looked up): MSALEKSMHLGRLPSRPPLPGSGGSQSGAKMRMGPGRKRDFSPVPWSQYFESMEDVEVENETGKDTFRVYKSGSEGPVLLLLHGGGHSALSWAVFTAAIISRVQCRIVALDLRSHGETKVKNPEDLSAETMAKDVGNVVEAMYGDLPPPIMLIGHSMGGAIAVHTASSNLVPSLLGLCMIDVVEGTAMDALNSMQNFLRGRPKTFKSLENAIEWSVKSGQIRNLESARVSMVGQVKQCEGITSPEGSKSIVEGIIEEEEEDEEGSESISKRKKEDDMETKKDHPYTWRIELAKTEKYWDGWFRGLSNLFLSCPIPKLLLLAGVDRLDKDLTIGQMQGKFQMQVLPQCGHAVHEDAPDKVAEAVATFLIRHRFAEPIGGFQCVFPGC
# pPAFAH FP inh: pPAFAH (human) enzyme inhibition | inhibition, % at 3.39 µM | 330,000 tested, 1.5% active | recombinant pPAFAH, FP-rhodamine probe fluorescence polarization;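 active = inhibition above the mean inhibition across the screen plus 3 SD, cut at about 25% in these data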;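 note: inhibitors block binding of the rhodamine activity-based probe so polarization drops; 0% = enzyme with DMSO and 100% = wells lacking pPAFAH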
# PAFAH1B3 FP inh: PAFAH1B3 (human) inhibition. 340,000 tested, 0.28% active. inhibition, % at 3.39 µM. recombinant PAFAH1B3, FP-rhodamine probe, fluorescence polarization. AID 492972;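 active = inhibition above the screen-wide average of all tested compounds plus 3 SD, cut at about 25% in these data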;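 note: 0% = enzyme with DMSO only and 100% = wells lacking PAFAH1B3 protein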
# Target sequence (Q15102 whole entry, looked up): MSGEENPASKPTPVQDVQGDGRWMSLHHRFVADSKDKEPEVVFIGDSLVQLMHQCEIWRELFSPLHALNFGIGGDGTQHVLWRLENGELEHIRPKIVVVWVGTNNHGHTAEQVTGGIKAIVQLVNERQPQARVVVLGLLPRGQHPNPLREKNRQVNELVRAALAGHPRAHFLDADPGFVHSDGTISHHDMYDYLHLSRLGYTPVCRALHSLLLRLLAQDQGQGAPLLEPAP
# PAFAH2 inh: inhibitors of human PAFAH2. recombinant PAFAH2, FP-rhodamine activity probe, fluorescence polarization. 340,000 tested, 0.99% active. AID 492956. inhibition, % at 3.39 µM;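 active = inhibition above the mean over all tested compounds plus 3 SD, cut at about 30% in these data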;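 note: inhibitors block probe labeling of enzyme so polarization drops; 0% = enzyme with DMSO and 100% = wells lacking PAFAH2 protein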
# LYPLA2 inh: counter-screen for PME1 inhibitors: inhibitors of human LYPLA2. inhibition, % at 5.9 µM. AID 2177. recombinant LYPLA2, FP-Rh probe fluorescence polarization. 320,000 tested, 0.38% active;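 active = inhibition above the screen-wide mean plus 3 SD, limit set per campaign, cut at about 26% in these data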;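 note: 0% = LYPLA2 with DMSO and 100% = wells lacking LYPLA2 enzyme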
# The depositor's hits bear a star; . = no result given. Some of the compounds tested, so the mix of outcomes need not match the whole.
SMILES,LYPLA1 inh,PAFAH1B2 inh,GSTO1 counter,PAD4 inh,PME-1 inh,pPAFAH FP inh,PAFAH1B3 FP inh,PAFAH2 inh,LYPLA2 inh
COc1ccc(OC)c(N2Cc3cc(C)c(C)cc3C2)c1,1,-6,1,15,4,17,4,5,8
COc1cc(C(C)=O)ccc1OCC(O)CNCC1(N2CCCCC2)CCCCC1 (stereo not given),-4,1,5,1,6,2,8,0,0
COc1ccc(C(=O)N2CCN(Cc3ccc4c(c3)OCO4)CC2)cc1[N+](=O)[O-],-1,2,-5,-7,-1,-2,5,2,-4
CCOC(=O)c1c(C)n(C)c2ccc(OC)c([N+](=O)[O-])c12,-6,4,-6,-2,8,6,0,0,2
CN(CC(=O)Nc1ccc(Cl)c(Cl)c1)C(=O)CN1C(=O)NC2(CCCC2)C1=O,-1,5,6,5,-3,1,5,-1,0
COC(=O)C(C)N1C(=O)S/C(=C/c2cc(C)n(C(C)C)c2C)C1=O (stereo not given),1,6,15,-4,1,6,1,-3,6
COc1ccc2c(c1)C(c1cccs1)=NNC(c1ccncc1)=N2,5,1,11,-1,1,-1,13,3,7
O=C(CCN1c2ccccc2Sc2ccccc21)OCC(=O)N1CCN(C(=O)c2ccco2)CC1,-1,8,7,3,3,24,7,11,0
COc1[nH]c2ccc(F)cc2c1C(=O)OCC1CCN(CCNS(C)(=O)=O)CC1,-3,5,0,-5,-18,2,7,-3,3
Cc1nc(-c2nc(C(=O)NNS(C)(=O)=O)cs2)cs1,-2,-1,3,-2,-5,-7,5,-4,-1
O=C(c1ccco1)N1CCN(S(=O)(=O)Cc2ccccc2Cl)CC1,-3,1,-5,-7,0,-5,6,2,-6
Cc1ccc(OCC(=O)N/N=C/c2ccncc2)cc1C,1,2,-4,-1,1,1,9,-1,-3

# Laid out differently: entries from further up
Molecule | LYPLA1 inh | PAFAH1B2 inh | GSTO1 counter | PAD4 inh | PME-1 inh | pPAFAH FP inh | PAFAH1B3 FP inh | PAFAH2 inh | LYPLA2 inh
COc1ccc(OC)c(N2Cc3cc(C)c(C)cc3C2)c1 | 1 | -6 | 1 | 15 | 4 | 17 | 4 | 5 | 8
COc1cc(C(C)=O)ccc1OCC(O)CNCC1(N2CCCCC2)CCCCC1 (stereo not given) | -4 | 1 | 5 | 1 | 6 | 2 | 8 | 0 | 0

# Further records follow:
SMILES,LYPLA1 inh,PAFAH1B2 inh,GSTO1 counter,PAD4 inh,PME-1 inh,pPAFAH FP inh,PAFAH1B3 FP inh,PAFAH2 inh,LYPLA2 inh
Cc1cnc(C(=O)N2CCCC(C(=O)c3ccc(Cl)cc3C)C2)cn1 (stereo not given),1,4,1,2,-7,-6,9,0,2
Nc1[nH]ncc1-c1ccc(Cl)cc1,-1,7,3,-1,-2,0,1,2,-5
c1ccc2c(-c3nnc4n3CCCCC4)cc(-c3ccncc3)nc2c1,3,0,4,2,-2,2,14,-2,9
CCOc1ccc(NC(=O)CCN2C(=O)CSc3ccccc32)cc1,-1,-1,.,1,-2,3,10,-6,3
CS(=O)(=O)N(CCc1ccccc1)CC(=O)Nc1ccc2c(c1)OCO2,0,-1,2,-4,5,6,8,8,3
CC(Nc1nc(-c2ccc(F)cc2)cs1)c1nc2cc(C(F)(F)F)ccc2n1CCCO (stereo not given),-1,4,7,-5,9,10,4,-1,-4
CCOC(=O)CSc1ccccn1,-3,0,7,0,-5,-5,3,5,-6
CC1CCN(C(=O)c2ccc(S(=O)(=O)N3CCOCC3)cc2)CC1,0,-6,3,0,-2,-1,3,-13,1
CCOCCCNC(=O)CN1CCN(Cc2ccc(Cl)cc2)C1=O,-2,2,1,0,-5,-1,0,0,-6
Cc1cc(C)n2nc(SCCCC(=O)c3ccccc3)nc2n1,3,0,-1,-1,3,3,3,-2,8
Cc1ccc(NS(=O)(=O)c2cc(C(=O)O)ccc2Cl)c(C)c1,-1,18,6,-2,2,6,2,54*,-1
COc1ccc2oc(=O)c(/C(C)=N/Nc3ccccc3)cc2c1,-6,-2,1,1,-4,1,-8,13,1
CN(C)c1ccc(NC(=O)c2sc(SCC(=O)Nc3nccs3)nc2N)cc1,1,7,18,-7,13,6,12,-3,7
COc1ccccc1CNC(=O)[C@@H](NC(=O)C1CCN(C(=O)[C@@H]2CCCN2C(=O)OC(C)(C)C)CC1)C(C)C,0,0,-1,-9,2,1,1,1,-2
O=C(NN1C(=O)NC2(CCCCC2)C1=O)c1ccc(Cl)s1,3,3,.,-1,0,1,2,6,-1
COc1ccc(C(Nc2ccccn2)c2c(NC(=O)c3ccco3)sc(C)c2C)cc1OC (stereo not given),-7,1,-2,2,1,-2,11,-1,-1
O=C(c1cc(-c2ccc(F)cc2)no1)N1CCN(Cc2ccc3c(c2)OCO3)CC1,1,-2,5,2,0,3,6,8,33*
O=C(CSc1n[nH]c(-c2cccnc2)n1)Nc1ccnc2ccccc12,-1,5,2,0,4,2,10,-6,0
Cc1ccc(C(=O)NC(CCc2ccccc2)C(=O)O)cc1 (stereo not given),.,1,.,1,.,5,4,0,.
CCCCN(CC)Cc1ccc(CNC(=O)Nc2ccc(Cl)cc2)o1,2,8,5,1,-5,3,0,-5,4
CCOc1ccccc1N1CCN(Cc2ccc(OC)c(OC)c2)CC1,0,-1,-2,3,3,2,-1,-2,-3
COCCNC(=O)C1CCC(CNS(=O)(=O)c2ccccc2)CC1 (stereo not given),-4,3,0,3,-3,12,6,-7,-8
CCCOC(=O)C1C2C=C[C@]3(CN(CCc4ccccc4)C(=O)[C@H]13)O2 (stereo not given in full),2,0,7,2,-5,4,-3,6,-2
CC(/C=N/NC(=O)CSc1nc2ccccc2n1C)=C\c1ccco1,-1,0,5,2,1,6,1,2,6
O=C(NCc1nc2ncc(Br)cc2[nH]1)c1ccccc1,-1,-1,-2,-8,-6,2,0,3,-7
CN(Cc1ccccc1)S(=O)(=O)c1ccc(Cl)c(C(=O)NCc2ccc3c(c2)OCO3)c1,-3,2,5,-3,-6,11,-3,-1,-4
O=C(O)Cc1ccc(NC(=S)Nc2ccc(Br)cc2Cl)cc1,-1,5,13,-1,-5,0,-4,7,-14
Cc1ccsc1C(=O)OC1CCOC1=O (stereo not given),3,-3,0,1,3,-1,6,6,1
CC(=O)c1cccc(NC(=O)C2CCN(C(=O)c3cccs3)CC2)c1,-1,3,2,-3,2,4,6,-7,1
O=C(N/C(=C/c1ccccc1Cl)C(=O)N1CCCCC1)c1ccco1,-1,1,3,-2,-6,-10,6,-1,-1
COc1cc(NC(=S)N2CCN(c3ccccn3)CC2)c(OC)cc1Cl,2,-6,7,-4,9,0,2,2,-1
Cc1[nH][nH]c(=O)c1C(c1ccccc1[N+](=O)[O-])C(C#N)C#N (stereo not given),1,0,-8,-2,-1,2,1,1,2
Cc1ccc(S(=O)(=O)N/N=C/c2cc(Br)ccc2O)cc1,-1,0,7,-2,-4,1,3,4,3
Cc1ccc(C)c(NC(=O)c2ccccc2NS(=O)(=O)c2cc([N+](=O)[O-])ccc2C)c1,-6,0,-28,-7,1,3,7,8,-8
CC(C)c1ccc(N(CC(=O)N/N=C/c2ccc(OC3CSC3)cc2)S(=O)(=O)c2ccccc2)cc1,-1,4,11,1,-5,-5,5,-24,14
Cc1ccc(C(=O)Nc2cccnc2)cc1S(=O)(=O)N1CCCCC1,3,4,2,-1,3,2,0,1,0
CCC(c1nnnn1C(C)(C)C)N1CCN(C2CCCC2)CC1 (stereo not given),0,3,10,-1,-5,3,12,-3,-2
O=Cc1cc(N=Nc2ccc(S(=O)(=O)O)cc2)ccc1O,-3,7,11,4,2,6,2,3,1
COc1cccc(NC(=O)CCNS(=O)(=O)c2ccc3c(c2)CC(C)N3C(=O)C2CC2)c1 (stereo not given),1,0,0,5,10,2,6,-2,6
CCSc1nnc(NC(=O)C2CC=CCC2C(=O)O)s1 (stereo not given),4,1,-5,-1,-2,3,-2,4,-4
COc1ccccc1NC(=O)c1c(Nc2ccccc2C)sc(C(=O)Nc2cccc(Cl)c2)c1N,-36,-6,-31,-1,-39,-7,-34,-64,-66
Cc1ccc(CNC(=O)C23CN(Cc4ccccc4)CC2C(c2cccc([N+](=O)[O-])c2)=NO3)cc1 (stereo not given),0,-1,-1,-1,-6,3,2,2,-4
Cc1cc(NC(=O)COC(=O)c2c(C)nn(-c3ccccc3)c2C)no1,5,0,-2,2,6,4,4,4,8
COc1ccc(OC)c(NC(=O)C2CC(=O)N(c3ccccc3)C2)c1 (stereo not given),0,0,3,-8,-1,1,5,5,1
CNS(=O)(=O)c1cccc(C(=O)OCC(=O)N(CCC#N)c2ccccc2)c1,4,11,-6,-1,-4,4,6,-2,-5
N#Cc1c(Cl)nc(-c2cccnc2)nc1-c1ccccc1,-2,.,-2,-3,-1,2,.,.,2
O=C1C2C(C(=O)N1/N=C/c1ccc(N3CCCCC3)o1)C1C=CC2C12CC2 (stereo not given),5,5,0,0,-2,1,1,4,3
CCC(Sc1ccc2nnc(-c3cccnc3)n2n1)C(=O)OC (stereo not given),0,-2,3,-3,1,0,-4,1,1
O=C(CCn1c(=O)[nH]c2ccsc2c1=O)Nc1ccc(F)c(F)c1,-4,6,-1,-1,5,4,-6,0,3
O=C(Oc1ccc(Br)cc1C(=S)N1CCCCC1)c1cc([N+](=O)[O-])cc([N+](=O)[O-])c1,0,9,-1,5,-10,-4,0,4,-2
O=C(NNC(=O)c1ccccc1O)c1cccc(Br)c1,-2,2,13,3,5,10,7,28,0
CCOc1ccc(C2C(C(=O)Nc3cc(C)on3)c3ccccc3C(=O)N2CCN2CCOCC2)cc1 (stereo not given),2,-3,2,0,-1,1,1,-6,-3
Cc1ccc(S(=O)(=O)N2CCN(CC(=O)N/N=C\c3ccccn3)CC2)cc1,-3,6,-13,-7,0,-7,4,4,-1
COc1cc(CCC(=O)Nc2c(C(=O)N3CCN(c4ccccc4OC)CC3)oc3ccccc23)on1,2,-2,-2,-3,2,5,12,8,6
C#CCOCCOCCOCCNc1nc(N2CCN(C(=O)CCCCCCCCCCNC(=O)[C@@H](CCSC)n3cc(CCO)nn3)CC2)nc(N2CCN(C(=O)CCCCCCCCCCNC(=O)[C@@H]([C@H](C)O)n3cc(C)nn3)CC2)n1,-20,-5,-22,-1,-39,9,-1,-10,-31
CCc1nc2ccccc2n(CC)c1=O,2,5,-1,7,6,0,12,-1,9
CCOC(=O)C1CCCN(c2ccc(NC(=O)c3snc4c(=O)[nH]c(C)nc34)cc2)C1 (stereo not given),-2,0,2,1,1,5,9,6,-3
COc1cc(NC(=O)CN2C(=O)NC(c3ccccc3)(c3ccccc3)C2=O)cc(OC)c1,-14,4,1,3,-17,-2,1,-6,-18
Cc1cc(Cl)ccc1OCCCC(=O)NO,5,-3,14,-4,5,8,9,6,6
CC1=Nc2cc(Cl)ccc2Oc2ccccc21,-1,2,-1,3,-8,1,5,3,12

# Next part.
SMILES,LYPLA1 inh,PAFAH1B2 inh,GSTO1 counter,PAD4 inh,PME-1 inh,pPAFAH FP inh,PAFAH1B3 FP inh,PAFAH2 inh,LYPLA2 inh
CC(C)OC(=O)C1C(=O)CC(C)(O)C(C(=O)OC(C)C)C1c1ccccc1 (stereo not given),2,2,-6,-2,-4,4,10,4,0
CN(C)CCN(C(=O)CN1C(=O)c2ccccc2C1=O)c1nc2cc3c(cc2s1)OCCO3,2,2,2,2,2,0,-1,-2,2
O=C(NCc1ccncc1)Nc1ccc2c(c1)OCO2,1,1,-3,-3,0,3,3,0,5
CCCCN(C)C(=O)c1oc2ccc(S(=O)(=O)N3CCCCCC3)cc2c1C,1,4,-33,-1,-2,9,3,3,-5
CC1CCN(CCOCCSc2ccc(Cl)cc2)CC1,-3,17,10,3,-5,-8,6,2,2
